Source: PubChem (National Center for Advancing Translational Sciences (NCATS))
S3 lipid droplet – qHTS Assay for Lipid Storage Modulators in Drosophila S3 Cells; 0.64% of 320,000 active; AID 2685; Drosophila S3 cells, BODIPY lipid droplet fluorescence, 18-24 h; cells fed with added oleic acid; lipid storage change, negative = inhibition, % at the top dose, mostly 46.1 µM; hits show Potency in µM; active means well fitted inhibition curve with a large enough effect in the signal ratio, with a control signal flat, not every such curve was filed as active; inconclusive means small, poorly fitted or top-dose-only effect, or effect the other way, or a change in a side signal; the % refers to the signal ratio
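Drosophila S3 cells got compounds at several concentrations plus oleic acid (400 uM solution). Laser-scanning cytometry with 488 nm excitation read lipid droplets at 500-530 nm and cells at 575-640 nm. Percent activity was relative to 20 uM Triacsin C.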
S3 lipid droplet cell count max – further read-out of S3 lipid droplet, marked with its call; cell number change, %; measured here: cell count max response;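 cells counted by Cell Tracker Red CMTPX staining in the red channel; peak over a dose series mostly up to 46.1 µM; percent activity relative to internal control wells on each plate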
The depositor's hits bear a star; i = inactive; ? = inconclusive; / = not tested or not shown; [ ] = another dose, or the depositor's remark. On the % scale 0 is the no-effect control and ±100 the full control effect; potency means the concentration at half of the fitted maximal effect. Only part of the results is shown; count on the stated rates, not on these rows.

S3 lipid droplet	S3 lipid droplet cell count max	molecule
i	-18	Cc1ccc(SC/C(O)=C(\C#N)c2nc3ccccc3n2C)cc1
?	/	Cc1cc2nc(-c3ccc(SCc4ccc(C#N)cc4)nc3)[nH]c2cc1C
?	/	O=c1cnnc(Nc2cccc(F)c2)[nH]1
?	/	O=C(COc1ccccc1)Nc1ccc2c(c1)C(=O)N(CC1CCCO1)C2=O (stereo not given)
i	7	O=C1c2ccccc2CCC12N=NCC2c1ccccc1 (stereo not given)
?	/	CCOC(=O)Cn1nc(C)n(-c2ccc(C(C)C)cc2)c1=O
?	/	O=c1cc(CN2CCC(Cc3ccccc3)CC2)nc2sccn12
?	/	COc1ccc2[nH]c(=O)c(CN(CC3CCCO3)C(=O)Nc3ccccc3OC)cc2c1 (stereo not given)
?	/	CCN1c2ccccc2NC2C1C(C(C)=O)C(=O)N2c1ccc(Cl)cc1 (stereo not given)
?	/	CCOC(=O)C1CCN(C(=O)C2COc3ccccc3O2)CC1 (stereo not given)
-18%	-21	O=C(O)CCCCCN1C(=O)/C(=C\c2cn(-c3ccccc3)nc2-c2cccs2)SC1=S
7%	4	N/C(=N\OC(=O)C1CCCCC1)c1ccccn1
-6%	-16	CC(C)CN(CCNC(=O)CN1C(=O)CSc2ccc(S(=O)(=O)N3CCOCC3)cc21)CC(C)C
?	/	O=[N+]([O-])c1ccc(NCc2ccccc2)nc1
0%	8	Cn1c(=O)c2c(ncn2CC(=O)N2CCN(c3ccc([N+](=O)[O-])cc3)CC2)n(C)c1=O
?	/	Cc1ccccc1C(=O)OCn1nnc2ccccc2c1=O
11%	13	N#CC1(NC(=O)COC(=O)c2cccc(-n3cnnn3)c2)CCCCC1
?	/	O=C(NCc1ccccc1)c1nc(S(=O)(=O)Cc2ccccc2)ncc1Cl
20%	4	COc1ccc(S(=O)(=O)N2CCOC2CNC(=O)C(=O)NCc2ccc(F)cc2)cc1 (stereo not given)
-7%	-12	CCc1ccc(Sc2cc(C(=O)NCCN3CCOCC3)c3ccccc3n2)cc1
19%	9	CCCn1nc(C(=O)OCn2nnc3ccccc3c2=O)c2ccccc2c1=O
11%	1	Cc1ccc(Cn2nnnc2CN2CCC(NC(=O)c3ccccc3F)CC2)cc1
-5%	10	COC(=O)c1ccc(OC(=O)c2ccccn2)cc1
20%	8	Cc1ccn2c(C(=O)N/N=C\c3ccc4c(c3)OCO4)c(C)nc2c1
?	/	CC(=O)Oc1cccc(N2C(=O)c3cccc4c([N+](=O)[O-])ccc(c34)C2=O)c1

Profiles, looked up by structure. Values in the order: S3 lipid droplet	S3 lipid droplet cell count max
COC(=O)c1ccc(OC(=O)c2ccccn2)cc1 is listed as -5%	10
O=c1cnnc(Nc2cccc(F)c2)[nH]1 is listed as ?	/

Sorted by value in S3 lipid droplet cell count max (descending): 3 of the compounds above
S3 lipid droplet	S3 lipid droplet cell count max	molecule
19%	9	CCCn1nc(C(=O)OCn2nnc3ccccc3c2=O)c2ccccc2c1=O
0%	8	Cn1c(=O)c2c(ncn2CC(=O)N2CCN(c3ccc([N+](=O)[O-])cc3)CC2)n(C)c1=O
20%	4	COc1ccc(S(=O)(=O)N2CCOC2CNC(=O)C(=O)NCc2ccc(F)cc2)cc1 (stereo not given)

Among those listed so far, 2 have two or more sulfur atoms.
S3 lipid droplet	S3 lipid droplet cell count max	molecule
-18%	-21	O=C(O)CCCCCN1C(=O)/C(=C\c2cn(-c3ccccc3)nc2-c2cccs2)SC1=S
-6%	-16	CC(C)CN(CCNC(=O)CN1C(=O)CSc2ccc(S(=O)(=O)N3CCOCC3)cc21)CC(C)C

Arranged by molecular weight (low to high): three of the compounds above
S3 lipid droplet	S3 lipid droplet cell count max	molecule
?	/	O=[N+]([O-])c1ccc(NCc2ccccc2)nc1
i	7	O=C1c2ccccc2CCC12N=NCC2c1ccccc1 (stereo not given)
?	/	CCN1c2ccccc2NC2C1C(C(C)=O)C(=O)N2c1ccc(Cl)cc1 (stereo not given)

Continued.
S3 lipid droplet	S3 lipid droplet cell count max	molecule
i	4	Cc1ccc(NS(=O)(=O)c2cccc3nsnc23)cc1[N+](=O)[O-]
-11%	-6	CC(C)(C)c1ccc(OCCC(=O)Nc2cccc(S(=O)(=O)N3CCOCC3)c2)cc1
?	/	COc1ccc(C(=O)c2c3ccccc3[n+]([O-])n2Cc2ccc(C(N)=O)cc2)cc1
-8%	-9	O=C(NCCS(=O)(=O)N1CCN(c2ccccc2F)CC1)c1ccc(F)c(F)c1
?	/	COc1cccc(-c2nc(CS(=O)(=O)CC(=O)NCCCc3ccccc3)c(C)o2)c1
?	/	O=C(Nc1cccc2ccccc12)c1ccc([N+](=O)[O-])s1
?	/	C/C(=N\NC(=O)COc1ccccc1-c1ccccc1)c1cccnc1
?	/	O=[N+]([O-])c1ccc(-c2csc(N3CCc4ccccc4C3)n2)cc1
14%	-10	Cc1coc2c(C)c3oc(=O)c4c(c3cc12)CCCC4
?	/	O=C(NCc1ccccc1Cl)c1cc2ccccc2oc1=O
?	/	COc1ccc(C2=NN(C(=O)C(O)c3ccccc3)C(O)(C(F)(F)F)C2)cc1 (stereo not given)
-5%	-3	CC1=C(C(=O)NCc2ccccc2)C(c2cc(Br)cc(Br)c2OC(C)C)NC(=O)N1 (stereo not given)
?	/	Cc1cccc(N2CCN(C(=O)C3CCC(=O)N(Cc4ccccc4F)C3)CC2)c1C (stereo not given)
1%	-5	CC1Oc2ccccc2N(CC(=O)N2CCCCCC2)C1=O (stereo not given)
0%	5	COc1ccccc1/C=C/C(=O)OCC(=O)NCc1ccco1
-2%	-2	CC(C)n1nc(C(=O)OCC(=O)N(C)C2CCS(=O)(=O)C2)c2ccccc2c1=O (stereo not given)
?	/	CC(C)(C)C(=O)OCc1cn(-c2ccc(Cl)cc2)nn1
-9%	-7	CCC(C)(C)NC(=O)c1cccc(NC(=O)C(C)C)c1
?	/	CCn1nnnc1SCC(=O)Nc1nc(-c2cccs2)cs1
7%	8	O=C(CN1CCN(c2ccccc2)CC1)c1c[nH]c2ccccc12
-4%	-1	COc1ccccc1/C=N/OC(=O)c1ccc(C)cc1
13%	-8	CCOc1ccc(NC(=O)CSc2nnc(Cn3cnc([N+](=O)[O-])n3)n2C)cc1
-17%	-25	Nc1c2nc(-c3ccccc3)[nH]c(=O)c2nc(=O)n1-c1ccccc1
?	/	O=C(Cc1c(F)cccc1Cl)Nc1ccc(S(=O)(=O)N2CCOCC2)cc1
?	/	Cc1ccc(C)c(NC(=S)N2CCCCC2CO)c1 (stereo not given)

(next part)
S3 lipid droplet	S3 lipid droplet cell count max	molecule
-18%	18	CCN(CC)C(=O)c1nc[nH]c1C(=O)N1CCN(c2ccccc2)CC1
20%	/	CO/N=C/C(C#N)=C/c1cc(C(=O)c2ccc(F)cc2)cn1C
-8%	0	CCCC(=NCC(=O)O)C1=C(O)C(C(=O)OC)C(C)(C)CC1=O (stereo not given)
7%	13	Cc1ccc(C(=O)Nc2cccnc2Oc2ccc(Cl)cc2)cc1
?	/	CN=C(C)C1=C(O)C(C(=O)OC)C(C)(C)CC1=O (stereo not given)
?	/	CCOC(=O)N1CCN(C(=O)CN2C(=O)COc3ccc(C)cc32)CC1
?	/	Cc1cc(C(=O)CSc2nc3ccccc3o2)c(C)n1C1CC1
?	/	COc1ccc(CCNC(=O)C(=O)NCC2OCCN2S(=O)(=O)c2ccc(OC)c(OC)c2)cc1OC (stereo not given)
?	/	COc1ccc(OC)c(NC(=O)CSc2nc3n[nH]c(C)c3c(=N)n2-c2cccc(Cl)c2C)c1
?	/	Cn1c(=O)c([N+](=O)[O-])c(NC2CCS(=O)(=O)C2)c2ccccc21 (stereo not given)
?	/	CC(=O)N1CCC[C@H]1C(=O)O
18%	-12	O=C(Nc1ccccc1)C1CCN(S(=O)(=O)c2cccs2)CC1
?	/	CCN1C(=O)/C(=C/c2ccc(N3CCCC3)cc2)NC1=S
5%	7	Cc1ccc(C(C(=O)NC2CCCC2)N(C(=O)CNC(=O)c2cccs2)c2cccnc2)o1 (stereo not given)
-6%	-5	CCOC(=O)c1c(C)sc2c1N(C(=O)CN(CC)CC)c1ccccc1S2
?	/	CC(=O)N1CCC(C(=O)Nc2ccc(S(=O)(=O)N3CCCC(C)C3)cc2)CC1 (stereo not given)
2%	10	O=C(O)CSc1nc2sc3c(c2c(=O)n1-c1ccccc1)CCC3
?	/	O=C(/C(=C/c1ccccc1)n1cncn1)c1ccc(Cl)cc1Cl
?	/	CCN(CC(=O)Nc1ccc(NC(C)=O)cc1)C(=O)c1ccccc1SCC(=O)N1CCCC1
?	/	CCOc1cc2[nH]c(=S)n(Cc3ccc(C)o3)c(=O)c2cc1OCC
?	/	CNC(=O)NC(=O)CSc1ncc(C(F)(F)F)cc1Cl
-7%	3	Clc1ccc(N=c2ssnc2Cl)nc1
?	/	CCN(CC)S(=O)(=O)c1ccc(/C=C/C(=O)OCC(=O)Nc2cccnc2Cl)cc1
16%	-18	CCOc1ccc(NC(=O)COC(=O)CNC(=O)c2ccc(-c3ccccc3)cc2)cc1
?	/	COc1cc(C(=O)Nc2nc(-c3ccc(F)cc3)cs2)ccc1OCC(=O)N1CCOCC1

Following part:
S3 lipid droplet	S3 lipid droplet cell count max	molecule
?	/	Cc1nnc(N2C(=O)C(O)=C(C(=O)c3ccco3)C2c2ccc(F)cc2)s1 (stereo not given)
?	/	CCCOc1ccc(CSc2ncn[nH]2)cc1
?	/	CC(=O)N1CCN(C(=O)CCN(c2ccccc2)S(=O)(=O)c2ccc(C)cc2)CC1
-24%	/	CC(=O)Nc1nc2ccccc2n1Cc1ccccc1Cl
-15%[9.22 µM]	-13	Cc1ccc(S(=O)(=O)N2CCN(C(=O)CSc3nc(N)cc(=O)[nH]3)CC2)c(C)c1
?	/	Cc1ccc(-c2nn(-c3ccccc3Cl)cc2C(=O)NCC2CCCO2)cc1 (stereo not given)
-13%	-15	COc1ccc(Nc2nc(C(F)(F)F)nc(C)c2C#N)cc1
?	/	CCn1c(=O)c2cc(S(=O)(=O)NCc3ccccc3)ccc2n(CC)c1=O
-23%	-1	Cc1cc(C(=O)CCl)c(C)n1Cc1ccco1
?	/	COc1ccc2[nH]cc(CCNC(=O)C3CCCNC3=O)c2c1 (stereo not given)
-1%	-8	CCOC(=O)c1cccc(NC(=O)CCNS(=O)(=O)c2ccc3c(c2)CCN3C(=O)CC)c1
2%	-14	CCn1c(SCC(=O)N2CCN(c3ccccc3)CC2)nc2c(c1=O)SC(C)C2 (stereo not given)
4%	-17	C=CCSc1nc2ccccc2c(=O)n1C1CCOC(C)(C)C1 (stereo not given)
6%	-26	CSC1=Nc2sc3c(c2C2=NCCN12)CCCC3
?	/	CCc1ccc(OCC(=O)O/N=C(\N)c2ccncc2)c(Br)c1
?	/	COC(=O)c1sccc1NC(=O)Nc1ccccc1C
?	/	COc1ccc(O)c(/C=N/NC(=O)CN2CCS(=O)(=O)CC2)c1
?	/	CCN(CC)C(=O)c1ccc2c(=O)n(Cc3cccc(Br)c3)c(=S)[nH]c2c1
?	/	Cc1ccc(S(=O)(=O)N(C)CCCC(=O)Nc2cc(C)ccc2C)cc1
-12%	-11	COC(=O)c1cc(NC(=S)NCc2ccc(Cl)cc2)cc(C(=O)OC)c1
-13%	-6	COc1ccc(CCNC(=O)c2cc3c(=O)n4ccccc4nc3n(CCN3CCOCC3)c2=N)cc1
?	/	O=C(CN(Cc1ccc(F)cc1)C(=O)CNS(=O)(=O)c1ccc(F)cc1)NCc1ccco1
i	7	CCCn1nnnc1SCC(=O)N(C(C)C)C(C)C
?	/	O=C1c2ccccc2C(=O)N1Cc1nc2ccccc2c(=O)n1CCCn1ccnc1
0%	0	CNC(=S)N1CCC(NC(=O)C(Cc2ccc(OC)cc2)NC(C)=O)CC1 (stereo not given)

Remaining list, next part
S3 lipid droplet	S3 lipid droplet cell count max	molecule
i	/	COc1ccc(/C=N/n2cncn2)cc1COc1ccc(NC(C)=O)cc1
?	/	CC(=O)NC(Cc1ccc(C(C)C)cc1)C(=O)NC1CCN(c2nc(C)cc(C)n2)CC1 (stereo not given)
?	/	CC(C)(C)NC(=O)/C(=C\c1ccco1)NC(=O)c1ccco1
-11%	-10	Cn1cc(CN2CCC(N3CCNC(=O)CC3)CC2)c(-c2ccccc2F)n1
?	/	CCn1c(C)c(Br)c(=O)c(C(=O)OC)c1-c1ccc(Cl)cc1
i	3	COc1ccc(CNC(=O)CCC(=O)N2CCN(C(C)=O)CC2)cc1
-17%	/	O=C1COc2ccc(S(=O)(=O)N3CCC(C(=O)NCc4ccccc4)CC3)cc2N1
?	/	C=CCSc1nc2ccccc2n1C(=O)/C=C/c1cc(OC)c(OC)c(OC)c1
?	/	COc1ccc(OC)c(NC(=O)CCN2CCN(c3ccccc3F)CC2)c1
?	/	COc1ccc(CCNC(=O)CCSc2nc(-c3ccco3)cc(C(F)(F)F)n2)cc1
19%	/	CCN1CCN(c2ccc(N3CCN(S(=O)(=O)c4cc([N+](=O)[O-])ccc4C)CC3)nn2)CC1
-19%	11	CC(CCc1ccccc1)NC(=S)NC1CCCCC1 (stereo not given)
?	/	CC(C)(C)c1ccc(C(=O)NCCOc2ccccc2)cc1
5%	2	Cn1cc(C=C2C(=O)CC(C)(C)CC2=O)c2ccccc21
?	/	COc1ccc(/C=c2/sc3n(c2=O)NC2(c4ccccc4)N(C)C(=O)N(C)C2(c2ccccc2)N=3)cc1 (stereo not given)
?	/	COC(=O)Cc1cc(=O)[nH]c(/N=C(\N)Nc2ccc(C)cc2C)n1
i	7	O=C1/C(=C/c2ccccc2)SC(=S)N1CC(=O)N1CCCCC1c1cccnc1 (stereo not given)
